Hep lipid drop = hepatic lipid droplet formation modulation; inhibition, % at 6.5 µM; AML12 mouse hepatocytes, oleate lipid droplets, BODIPY imaging; 0.4% of 240,000 active; AID 1656;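 active = lipid droplet intensity inhibited by at least 50%, with more than 500 cells counted; inconclusive = wells with under 300 cells, treated as cytotoxic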
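Material – mouse AML12 hepatocyte cell line, fixed after treatment · Compound dosing – one dose, 6.5 µM compound · Times – compound with oleate, overnight · Measured by – Image-based BODIPY and DAPI two-channel analysis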
West Nile antiviral = inhibition of WNV-induced cytopathic effect – cell-based, CPE readout (AID 1621). West Nile virus-infected cells, CPE inhibition; higher % means a stronger effect. 0.02% of 290,000 active. one-dose CPE inhibition, % at 10 µM; IC50 in µM for titrated hits; in the data active = a potency from the dose series; inconclusive = CPE inhibition mostly from about 3.7% at the one dose, without a potency; inactive = the rest, 99 in 100 with CPE inhibition below about 2.2%; note: strong numbers were not always called active
Insulin prom up = MIN6 insulin promoter up-regulation; z-score at 5 µM; MIN6 insulin promoter-GFP reporter, high-content imaging; stronger effect = higher value; 0.3% of 190,000 active; AID 1625;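 active = z-score above 3 at 5 µM with at least 500 cells counted in the well; inconclusive = wells under 500 cells, flagged as cytotoxic or low count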
T cell modulator = T cell immune modulators affecting CD8 T cell-vesicle binding; AID 2052; 0.068% of 330,000 active; 2C CD8+ T cell-vesicle binding, flow cytometry; stronger effect = lower value; calls only at 7 µM;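 active = response, share of CD8 T cells binding vesicles, and their 90th percentile fluorescence all below set limits, cut at about 80% in these data, passing the limit was not always enough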
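Assay system – 2C mouse CD8+ T cells · Also added – QL9-loaded Drosophila micro-vesicles · Timing – Cell–vesicle co-incubation 1.5 h at 37 °C, staining 20 min on ice · Signal – flow cytometry of vesicle-bound cells · Measure – percent CD8+ FL2 mean versus row control · Controls – Peptide-free naked vesicles (low) and QL9 vesicles with 0.7% DMSO vehicle (high)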
Myeloid diff MLP = promotes myeloid progenitor differentiation; ER-HoxA9 myeloid progenitors, lysozyme-GFP differentiation, flow cytometry; calls only at 10 µM; 1% of 360,000 active;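 active = normalized GFP-positive differentiation at or above the plate's own cutoff, the solvent-only control mean plus 3 SD; inconclusive = no clear call, values can overlap the other calls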;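 note: cells exposed to compound for four days before flow analysis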
Autophagy HCS = alters autophagy in cells | MEF GFP-LC3 puncta imaging; test concentration mostly 10 µM | calls only at 10 µM (by protocol) | 0.98% of 190,000 active;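 active = percentage of spot-positive cells more than 3 SD above its plate mean, without a fluorescence outlier flag or 80% toxicity; inconclusive = no clear call, values can overlap the other calls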;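 note: spot-positive cell cutoff set from DMSO-treated cells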
b-catenin transl = alters nuclear translocation of beta-catenin in HeLa cells | immunofluorescence imaging | 0.3% of 190,000 active | nuclear translocation activity, % at 5 µM;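 active = nuclear translocation activity above 50% at 5 µM, with a well cell count of 50 or more; inconclusive = wells under 50 cells across six images, flagged as toxic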;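 note: per-cell ratio of nuclear to cytoplasmic median beta-catenin stain intensity; plate controls were DMSO negative control for no effect and GSK-3 inhibitor IX positive control for full effect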
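Test system: human HeLa cell line; Doses: 5 µM primary, 0.02–20 µM confirmation; Incubation: 24 h compound exposure, 37°C; Detection: beta-catenin immunofluorescence imaging with DAPI; Read-out: beta-catenin nuclear/cytoplasmic ratio, % activation.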
MT stabilizer = microtubule stabilizers in HeLa cells; % tubulin-high responders, % at 10 µM; HeLa tubulin immunostaining HCS, 24 h; share of cells brighter than vehicle mean+2SD; AID 2205; 0.83% of 200,000 active;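 active = plate Z-score above 3 for both tubulin-high and condensed-nucleus cell shares, with cell loss under 80%, at 10 µM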;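 note: anti alpha tubulin signal scored within the nucleus-defined area of each cell; some results filed as inactive read as strong as hits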
WT yeast gro inh = growth inhibition of WT yeast, mitochondrial fusion screen. mitochondrial fusion phenotypic screen, WT strain. inhibition, % at 10 µM. 2.1% of 190,000 active. AID 1362; in the data active = inhibition above about 58%; tested in S. cerevisiae
WT yeast gro inh mutant strain = second read-out of WT yeast gro inh, no call of its own (marks repeat the call); inhibition, %; mitochondrial fusion phenotypic screen, mutant strain inhibition
Insulin prom up cell count = further read-out of Insulin prom up, marked with its call; cell count; measured here: cytotoxicity, nuclei count;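 total cells summed across four imaged fields per well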
Hep lipid drop cells 6.5 µM = second read-out of Hep lipid drop, no call of its own (marks repeat the call); cell count; measured here: cell count, cytotoxicity flag;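 cells counted across two imaged fields per well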
b-catenin transl cell count 5 µM = also measured in b-catenin transl; calls as there; cell count; measured here: cell count, cytotoxicity flag
T cell modulator vesicle-bound % = further read-out of T cell modulator, marked with its call; double positive events, %; measured here: CD8+ vesicle-bound cell fraction;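 binding gate set so that unloaded-vesicle control wells show 10% double positive cells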
MT stabilizer Hoechst-high % = further read-out of MT stabilizer, marked with its call; % Hoechst-high responders; measured here: nuclear condensation Hoechst responders;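 share of cells brighter than vehicle mean plus two SD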
MT stabilizer cytotoxicity % = further read-out of MT stabilizer, marked with its call; toxicity, %; measured here: cytotoxicity by cell density;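 0% = mean cell density of plate MIN control wells and 100% = no cells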
Autophagy HCS cell loss 18 h = also measured in Autophagy HCS; calls as there; toxicity, %; measured here: cell loss, nuclei count;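 cell loss after 18 h compound exposure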
Myeloid diff MLP GFP+ MAC1+ % = second read-out of Myeloid diff MLP, no call of its own (marks repeat the call); GFP+ MAC1+ double positive, %; measured here: differentiation confirmed by MAC1 staining
The depositor's hits bear a star; i = inactive; ? = inconclusive; · = no result given; + = active, no number.

Molecule	b-catenin transl	T cell modulator vesicle-bound %	b-catenin transl cell count 5 µM	Hep lipid drop cells 6.5 µM	Insulin prom up cell count	West Nile antiviral	Myeloid diff MLP GFP+ MAC1+ %	MT stabilizer Hoechst-high %	Autophagy HCS cell loss 18 h	MT stabilizer	Myeloid diff MLP	T cell modulator	Insulin prom up	WT yeast gro inh	Hep lipid drop	MT stabilizer cytotoxicity %	WT yeast gro inh mutant strain	Autophagy HCS
Cc1ccc(CNC(=O)N2CCN(S(=O)(=O)c3ccccc3)CC2)cc1	·	20.6	·	833	·	-0.1%	0.5	·	·	·	i	i	·	·	-19.5	·	·	·
CN(C)C(=O)C1C2NC(=S)N(c3ccc(Cl)cc3)C1(C)Oc1ccc(Cl)cc12 (stereo not drawn)	·	48.4	·	738	1301	0.4%	0.9	1.9	-1.2	1.9	i	i	-0.5	-8.9	-1.8	8.9	4.5	i
O=C(CCc1ccccc1)Nc1cc(C(=O)O)cc(C(=O)O)c1	-0.8	57.1	1045	681	·	0.6%	0.4	1.5	-5.0	1.5	i	i	·	-19.7	-3.9	5.0	3.8	i
COc1ccccc1-n1c(CNC(=O)c2cccs2)n[nH]c1=S	-0.7	62.0	1138	680	1258	0.0%	0.3	1.1	2.9	2.4	i	i	0.62	1.5	1.6	2.4	1.5	i
Cc1ccc2c(c1)NC(=O)C(CC(=O)NCc1ccc(F)cc1)O2 (stereo not drawn)	·	54.5	·	·	871	-0.4%	4.5	2.5	1.4	1.8	i	i	1.01	-13.9	·	5.1	-4.1	i
CCC(=O)N(CC(=O)Nc1sc(C)c(C)c1C(N)=O)C1CCCC1	-0.7	52.1	1084	726	1183	-0.9%	0.2	1.8	14.5	1.9	i	i	0.18	-1.1	-0.6	9.2	-2.8	i
CCc1sc(C(=O)N2CCc3ccccc32)cc1C	0.3	29.5	898	692	1149	-1.2%	0.5	1.7	6.0	2.6	i	i	0.08	4.1	-10.8	2.9	10.1	i
COc1ccc(CN(CCN(C)C)Cc2ccccc2)c(OC)c1	-5.0	55.5	950	·	·	-0.4%	2.6	0.8	17.2	5.0	i	i	·	-0.9	·	4.8	8.1	i
CC1=C(C(N)=O)C(c2cccnc2)n2nc(-c3cccc(Cl)c3)nc2N1 (stereo not drawn)	1.1	56.4	1389	·	1313	0.0%	0.7	2.9	33.3	7.3	i	i	-0.73	1.0	·	15.9	3.0	i
COc1ccc(CN2C(=O)CSC2c2ccccn2)cc1 (stereo not drawn)	0.5	43.3	1065	735	1380	-0.2%	0.7	·	·	·	i	i	0.19	·	3.8	·	·	·
CCOc1ccc2oc(C(=O)Nc3ccc4c(c3)OCO4)c(C)c2c1	·	25.2	·	724	·	-0.5%	0.6	·	·	·	i	i	·	·	-34.9	·	·	·
COc1ccc(OC)c(NC(=O)C2CCN(c3cc(-c4ccccc4)nc4ncnn34)CC2)c1	·	43.0	·	·	815	-0.4%	1.1	1.2	20.2	1.5	i	i	1.54	-3.5	·	7.3	4.8	i
COc1ccc(Br)cc1S(=O)(=O)N1CC(C)OC(C)C1 (stereo not drawn)	0.0	39.5	1064	723	·	-0.3%	1.1	1.9	-3.0	3.8	i	i	·	-22.8	0.5	6.8	4.9	i
CCCS(=O)(=O)N1CCCC(C(=O)NCCCN2CCN(c3ccccc3F)CC2)C1 (stereo not drawn)	-1.7	22.7	1391	·	1587	-0.3%	0.6	1.0	0.3	3.7	i	i	0.85	18.0	·	8.5	12.7	i
CC1=C(C(=O)OCc2ccccc2)C(c2ccccc2[N+](=O)[O-])NC(=O)N1C (stereo not drawn)	·	32.3	·	823	·	-1.7%	0.5	·	·	·	i	i	·	·	-1.6	·	·	·

Other compounds
Molecule	b-catenin transl	T cell modulator vesicle-bound %	b-catenin transl cell count 5 µM	Hep lipid drop cells 6.5 µM	Insulin prom up cell count	West Nile antiviral	Myeloid diff MLP GFP+ MAC1+ %	MT stabilizer Hoechst-high %	Autophagy HCS cell loss 18 h	MT stabilizer	Myeloid diff MLP	T cell modulator	Insulin prom up	WT yeast gro inh	Hep lipid drop	MT stabilizer cytotoxicity %	WT yeast gro inh mutant strain	Autophagy HCS
CCOC(=O)C1=C(CN2CCOCC2)NC(=O)NC1c1cc(C)ccc1C (stereo not drawn)	-0.2	39.0	1042	666	1324	-0.1%	6.3	1.8	7.3	3.8	i	i	0.08	8.3	-5.4	7.4	-17.1	i
CN(C)c1ccc(-c2nnn(CC(=O)NCc3ccc4c(c3)OCO4)n2)cc1	0.3	24.3	1113	738	1315	0.6%	0.6	6.7	3.5	3.7	i	i	-0.45	0.7	-14.3	0.7	-8.1	i
COc1ccc(/C=C/C(=O)OCC(=O)c2ccc3c(c2)NC(=O)CO3)cc1	-1.8	31.7	1264	713	1419	-0.3%	0.6	·	·	·	i	i	0	·	-8.3	·	·	·
Cc1ccc(-n2c(C)c([N+](=O)[O-])c3ccc(O)c(CN(C)C)c32)cc1	-2.0	42.2	1021	778	769	0.0%	0.3	1.9	-5.1	1.5	i	i	0.04	-6.6	-1.5	6.9	-4.7	i
CN1CCN(CCOC2Cc3ccccc3Sc3ccc(Cl)cc32)CC1 (stereo not drawn)	-2.1	2.4	532	746	1085	-1.0%	0.8	2.3	-19.2	3.4	i	i	-0.29	87.0	0.9	7.7	88.9	i
O=C(C[n+]1cccc(CNC(=O)c2ccc(OC(F)F)cc2)c1)Nc1ccc(F)cc1	0.9	34.4	925	684	·	0.2%	0.2	2.8	1.5	1.8	i	i	·	-5.5	39.0	12.5	-17.2	i
COc1cccc(N=c2oc3ccc(OC)cc3cc2-c2nc3ccccc3[nH]2)c1	3.0	27.4	1178	733	1215	1.2%	0.7	2.4	-0.6	4.0	i	i	-0.58	18.8	-10.1	7.0	23.5	i
O=C(Nc1ccccc1)c1ccc(S(=O)(=O)N(CCO)CCO)cc1	·	54.5	·	753	1343	0.1%	1.8	1.8	0.4	1.6	i	i	0	-1.1	-12.1	3.8	5.3	i
CCCCOC(=O)Oc1ccc2c(=O)c(Oc3cc(C)cc(C)c3)coc2c1	-1.5	46.9	956	682	1321	0.0%	0.6	2.2	-11.7	5.8	i	i	0.13	-5.7	-16.0	8.2	-12.2	i
COc1ccc(CC(=O)N2CCCC(C)C2)cc1 (stereo not drawn)	-1.9	21.9	1423	·	1296	-0.5%	1.8	1.5	-2.7	2.2	i	i	-0.74	3.6	·	3.3	2.5	i
COCCN(C(=O)COC(=O)c1c(-c2ccccc2)noc1C)c1c(N)n(Cc2ccccc2)c(=O)[nH]c1=O	·	61.1	·	671	·	0.0%	1.0	·	·	·	i	i	·	·	8.8	·	·	·
CO/N=C/C(=N\Nc1ccc(C)cc1)C(=O)c1ccc(OC)cc1	·	51.9	·	769	822	0.3%	·	32.9*	43.4*	53.0*	?	i	-1.66	-8.7	15.0	47.3*	-20.7	+
CCCCn1c(Cc2ccccc2)n[nH]c1=S	0.1	51.2	987	723	1406	0.0%	2.5	2.7	3.9	2.5	i	i	0.38	3.6	10.5	4.1	-14.4	i
CCc1cccc(NC(=O)c2ccc(Br)o2)c1	-1.5	28.7	1191	721	1274	·	0.6	2.3	6.0	2.8	i	i	-0.11	52.2	-7.6	8.9	-1.8	i
O=S(=O)(N/N=C\c1ccc2c(c1)OCO2)c1ccccc1	·	58.0	·	848	·	0.0%	0.7	·	·	·	i	i	·	·	1.3	·	·	·

Carrying on:
Molecule	b-catenin transl	T cell modulator vesicle-bound %	b-catenin transl cell count 5 µM	Hep lipid drop cells 6.5 µM	Insulin prom up cell count	West Nile antiviral	Myeloid diff MLP GFP+ MAC1+ %	MT stabilizer Hoechst-high %	Autophagy HCS cell loss 18 h	MT stabilizer	Myeloid diff MLP	T cell modulator	Insulin prom up	WT yeast gro inh	Hep lipid drop	MT stabilizer cytotoxicity %	WT yeast gro inh mutant strain	Autophagy HCS
Cc1nc2ccccc2c(=O)n1/N=C/c1ccccc1OC(F)F	·	17.9	·	840	·	0.0%	0.9	·	·	·	i	i	·	·	16.6	·	·	·
Cc1nn(Cc2ccccc2Cl)c(C)c1C(=O)NC1=NCCS1	-3.6	10.7	1002	·	1209	1.0%	1.1	2.6	-14.7	1.9	i	i	0.55	11.0	·	8.7	-5.1	i
O=C(Nc1ccccc1)Nn1cnnc1	·	61.6	·	756	·	0.2%	0.6	·	·	·	i	i	·	·	-9.9	·	·	·
O=C(COc1ccccc1F)Nc1c2c(nn1-c1ccccc1)CS(=O)(=O)C2	·	19.8	·	806	·	0.1%	3.8	·	·	·	i	i	·	·	-5.3	·	·	·

Screening results (PubChem BioAssay)

Outcome played no part in choosing rows (roughly 3.9% active in at least one column).
